LGR2 antag: inhibitors of bursicon-induced Drosophila LGR2 receptor cAMP signaling. HEK293 LGR2, CRE-luciferase, bursicon-stimulated, 4 h. 0.35% of 380,000 active. inhibition, % at 9.99 µM;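 active = drop in luminescence signal, shown as inhibition above about 50% in the replicate tests, limit read from the data, passing the limit was not always enough; inconclusive = probably only some replicates passing the limit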;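 also: agonist challenge used bursicon conditioned medium at about half maximal strength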
PglD inh: blocks C. jejuni PglD acetyltransferase activity; purified PglD enzyme, DTNB colorimetric CoA detection; inhibition, % at 12.5 µM; 0.098% of 360,000 active; AID 602405; in the data active = inhibition above about 16%, passing the limit was not always enough; inconclusive = no clear call, values can overlap the other calls; also: strong numbers were not always called active
PGC1a acetyl inh: modulators of PGC1a acetylation; 0.17% of 350,000 active; U2OS PGC1a acetylation, AlphaScreen anti-acetyl-lysine; with virally co-expressed GCN5 acetyltransferase; inhibition, % at 15.6 µM;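 active = every replicate shows inhibition of at least 40%; inconclusive = mean inhibition at least 40% but some replicate below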;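 also: 0% = neutral control wells and 100% = positive control wells; some results beyond the cut were filed as inactive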
Cneo AK release: Cryptococcus neoformans lysis via adenylate kinase release. 0.2% of 360,000 active. C. neoformans lysis, adenylate kinase release luminescence, 4 h; normalised: neutral wells 0, clomiphene wells 100. lysis activity, % at 15 µM;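 active = mean lysis activity across replicates of at least 80%, whatever share of replicates individually reach that level; inactive = mean lysis activity below 80%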
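Material: C. neoformans cells; Schedule: 4 h static compound exposure, 37 °C, read 1 h post-reagent; Measured by: adenylate kinase release luminescence; Read-out: signal increase indicating cell lysis; Controls: Clomiphene as positive lysis control.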
GSIS activator: primary screen for activators of insulin secretion dependent on glucose, INS-1E cells, GLuc reporter luminescence; 0.61% of 370,000 active; INS-1E GLuc reporter insulin secretion, 2-3 h; activation, % at 16.6 µM;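 active = lowest replicate activation of at least 40%, so every replicate reaches that level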;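 also: 0% = median of neutral control wells and 100% = median of IBMX positive control wells; some compounds called inactive have numbers as strong as hits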
Statin myotox sup: suppressors of simvastatin-induced myotoxicity in C2C12 myotubes; ATP luminescence, 48 h; scaled: DMSO 0, geranylgeraniol control 100; rescue of ATP level, % at 7.49 µM; 0.78% of 330,000 active;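 active = mean ATP rescue above about 67%, or every replicate alone reaching that limit, limit read from the data, passing the limit was not always enough; inconclusive = no clear call, values can overlap the other calls; inactive = mean under the limit and some replicate under it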;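 also: myotubes were challenged with 10 µM simvastatin during compound exposure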
ARNT-TACC3 inh: disruptors of human ARNT/TACC3 interaction. 0.66% of 390,000 active. AlphaScreen His-ARNT PAS-B/GST-TACC3 binding, luminescence; TACC3 fragment carries E629A point mutation. inhibition, % at 9.99 µM. Q9Y6A5;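 active = mean inhibition of replicates at least 50% and at least half of replicates each reaching 50%; inconclusive = half or more replicates reach 50% but mean below 50%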;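 also: 0% = complete ARNT plus TACC3 wells and 100% = ARNT alone without TACC3; many hits fall short of the cut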
PAX8 reporter: PAX8 transcriptional activity inhibition. RMG-I TPO-luciferase reporter, SteadyGlo, 24 h. 1.2% of 360,000 active. inhibition, % at 12.6 µM;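 active = mean replicate inhibition at least 60% with every replicate also reaching 60%; inconclusive = only one of the two criteria is met; inactive = mean below 60% and not all replicates reaching 60%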;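 also: luciferase light reporting Pax8 driven TPO promoter activity; plate controls were median of neutral control wells for no effect and mitoxantrone controls for full effect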
Starred values were filed as active, the others as inactive; ? = inconclusive; . = not tested or not shown; & = joins results of further samples.

compound	Statin myotox sup	GSIS activator	PglD inh	Cneo AK release	ARNT-TACC3 inh	LGR2 antag	PAX8 reporter	PGC1a acetyl inh
Nn1c(SCc2ccc(Br)cc2)nnc1-c1cccnc1	.	-11	.	.	-3	6	-5	16
CCOC(=O)N(O)c1ccc(C=Cc2ccccc2)cc1	.	6	.	.	3	67*	-71	49*
Nc1ccccc1C#Cc1ccc([N+](=O)[O-])cc1	.	3	.	.	-7	-115	-120	.
CC1=C(C/C=C(\C)CCCC(C)CCCC(C)CCCC(C)C)C(=O)c2ccccc2C1=O (stereo unspecified)	0	.	-5	-1	-1	.	19	-3
C/C=C/C=N/NC(=O)CN(c1ccc(Br)cc1)S(=O)(=O)c1ccccc1	-3	-26	-2	0	-4	-9	.	4
C[C@@H]1CN([C@H](C)CO)C(=O)c2c(c3ccccc3n2C)-c2ccccc2CO[C@H]1CN(C)Cc1ccc(Oc2ccccc2)cc1	10	-13&2	-2	4	.	1	85*	-19
CCCC(=O)Nc1ccc2c(c1)OC[C@H](C)N(Cc1nccs1)C[C@H](C)[C@@H](OC)CN(C)C2=O	-2	5	0	1	-5	1	-2	-5
CCCN(CCC)S(=O)(=O)c1ccc(NC(=O)Cc2cccs2)cc1	-67	.	3	-1	2	.	.	-23
O=C1c2cccnc2C(=O)N1Cc1ccc(S(=O)(=O)N2CCOc3ccccc32)cc1	6	-13	2	-1	6	4	1	19
CC(=O)Nc1ccc(N2CCCCC2)c(C(=O)Nc2cccc(C)c2)c1	8	.	-5	-1	-5	.	.	-22
OC1CCCN(Cc2ccc3c(c2)Cc2ccccc2-3)C1 (stereo unspecified)	-3	5	-2	-1	0	-12	.	-4
O=C(Cn1cnc2c(nnn2Cc2ccc(Cl)cc2)c1=O)NCC1CCCO1 (stereo unspecified)	5	-16	.	2	-4	-7	.	3
Cc1cc(-c2cc(-c3ccc(Cl)cc3)nc(N)c2C#N)co1	23	.	-3	1	15	.	.	-11
Cc1noc(C)c1NC(=O)Nc1ccc2c(c1)C(=O)N([C@H](C)CO)C[C@H](C)[C@H](CN(C)Cc1ccc(-c3ccccc3)cc1)O2	-18	1	6	1	-1	-3	11	2
COc1cc(/C=N/N2CCCCC2)cc([N+](=O)[O-])c1O	-10	-6	-4	-8	.	-11	10	.
CN(C)C(=O)c1ccc(-c2ccc([C@H]3[C@H]4CN(S(C)(=O)=O)CCCCN4[C@H]3CO)cc2)cc1	.	21	7	-1	-4	13	-12	10
O=C(c1ccccc1F)N1CC(=O)N2[C@H](CO)[C@@H](c3ccc(-c4cccnc4)cc3)[C@H]2C1	.	4	.	.	.	16	17	3
O=C(NC1CCCC1)N[C@@H]1C=C[C@H](CC(=O)N2CCOCC2)O[C@@H]1CO	0	15	0	1	-4	-22	-7	-2
O=C(CCNS(=O)(=O)c1ccccc1)N1CCN(C(c2ccccc2)c2ccccc2)CC1	27	-45	-3	2	-7	9	10	.
CCOC(CNc1ncnc2c1cnn2C)OCC	18	6	3	0	-1	-6	-2	4
C[C@H](CO)N1C[C@H](C)[C@@H](CN(C)S(=O)(=O)c2cn(C)cn2)OCCCC[C@H](C)Oc2ccc(NC(=O)c3ccccc3)cc2C1=O	.	9	-1	-2	-6	6	3	3
Cc1ccc(-n2nnnc2-c2cccc(C)c2)cc1	.	13	.	.	-6	-22	7	-13
CCN(c1ccccc1)S(=O)(=O)c1ccc(C(=O)NCCCN2CCOCC2)cc1	-2	6	2	-2	7	2	8	.
C[C@@H]1CN([C@H](C)CO)S(=O)(=O)c2ccc(C3=CCCCC3)cc2O[C@@H]1CN(C)Cc1ccncc1	-40	-1	2	2	8	7	.	-22
COc1ccc(S(=O)(=O)N(C)C[C@@H]2OCCCC[C@@H](C)Oc3ccc(NC(=O)CCC(F)(F)F)cc3C(=O)N([C@H](C)CO)C[C@H]2C)cc1	.	-15	-2	-4	-4	-8	7	7
Cc1nc2c(OCc3cc(Cl)cc(Cl)c3)cccn2c1N(C)C(=O)CCC1CCCC1	?	-11	5	1	.	-1	12	-6
Cc1cccc(NC(=O)Nc2ccccc2[N+](=O)[O-])n1	17	0	1	-3	0	-13	11	.
CC(=O)C1=C(O)C(=O)N(c2cc(C(C)(C)C)on2)C1c1ccc(C(C)C)cc1 (stereo unspecified)	1	.	-1	0	-3	.	.	-14
O=C(C[C@@H]1CC[C@H]2[C@@H](COC[C@@H](O)CN2C(=O)Nc2ccc(F)cc2)O1)NCC1CC1	-12	1	1	-1	2	-15	.	2
COc1ccccc1-c1cn[nH]c1-c1ccc(OCc2ccc(F)cc2)cc1O	-12	-22	4	-4	0	-4	10	1
Cc1ccccc1S(=O)(=O)N1C[C@H](O)COC[C@H]2O[C@@H](CC(=O)N3CCCCC3)CC[C@@H]21	-2	10	2	3	-7	-1	-15	-4
C[C@@H]1CN([C@@H](C)CO)S(=O)(=O)c2ccc(C#Cc3ccc(F)cc3)cc2O[C@H]1CN(C)C(=O)CN(C)C	21	-3	2	5	1	12	.	-20
CCCS(=O)(=O)NC(=O)C1(C)CCN(C(=O)c2ccc(OC(F)F)cc2)C1 (stereo unspecified)	-4	-9	6	-7	.	-11	.	6
COc1ccc(CN(CC(=O)NC2CCCCC2)C(=O)CCC(=O)Nc2nccs2)cc1	-8	-7	-2	0	-3	-4	-13	3
CCCNC(=S)Nc1ccc(F)cc1F	.	-5	6	1	-3	-2	-23	-6
CS(=O)(=O)c1ccc(N)c(SSc2cc(S(C)(=O)=O)ccc2N)c1	14	12	1	-1	1	-18	8	2
CCOc1cccc(C(=O)Nc2nc(-c3ccc(S(=O)(=O)N4CCOCC4)cc3)cs2)c1	.	.	-3	1	-2	.	.	-8
Cc1ccc(S(=O)(=O)CC(=O)Nc2ccc3nc(C)sc3c2)cc1	-1	-5	2	2	3	-9	-13	2
O=C(COC(=O)c1ccc(F)cc1F)NCc1ccc2c(c1)OCO2	2	21	-3	0	-10	6	-11	0
Fc1ccc(CNC(=S)NC2CCCCCC2)cc1	.	-23	-1	4	-2	27	-23	.
CCn1c(SCC(=O)N/N=C(/C)c2ccncc2)nc2ccccc21	.	13	-1	16	-10	-6	12	3
CC(C)NC(=O)N(C)C[C@@H]1Oc2cc(-c3cncnc3)ccc2S(=O)(=O)N([C@H](C)CO)C[C@H]1C	-1	25	3	46	-2	-13	.	15
CCOC(=O)COc1ccc2c(C)cc(=O)oc2c1C(=O)c1ccccc1	.	15	.	.	-7	-22	11	3
CN(C(=O)COC(=O)C1CCN(S(=O)(=O)c2ccc(Cl)cc2)CC1)C1CCS(=O)(=O)C1 (stereo unspecified)	2	11	3	2	-2	-15	6	-3
CC1=CSC2=NC(C(F)(F)F)(C(F)(F)F)NC(=O)N12	-5	.	.	.	-1	-4	8	.
NNC(=S)NCc1ccc2c(c1)OCO2	.	21	.	.	3	2	-21	.
COc1cccc(CN2CCN(Cc3cccc4nonc34)CC2CCO)c1 (stereo unspecified)	-8	-1	-9	3	-1	-5	-1	-12
O=C(O)C1CCN(C(=O)COc2ccc3c4c(c(=O)oc3c2)CCCC4)CC1	-1	4	-5	1	1	0	.	8
COc1ccc(CC(=O)OCC(=O)NC2CCCCC2)cc1OC	-1	-8	8	1	-3	-6	-12	15
CC(C)N(C)c1ncnc2c1ncn2[C@H]1CN(Cc2cccnc2)C[C@@H](CO)O1	6	.	0	0	.	-13	5	.
CN1CCN(C(=O)c2ccc3nc(-c4ccccc4)c(-c4ccccc4)nc3c2)CC1	.	-3	.	.	9	19	-13	2
COc1ccc(S(=O)(=O)Nc2cc3[nH]c(=O)oc3cc2C)cc1	1	-4	-2	0	0	0	6	-2
Cc1ccc(S(=O)(=O)Nc2ccc3c(c2)C(=O)N([C@@H](C)CO)C[C@H](C)[C@H](CN(C)C(=O)Nc2ccccc2)OCCCC[C@H](C)O3)cc1	.	-12	14	2	-1	8	-24	9
COC(=O)c1cc(C(=O)Nc2nc3ccccc3[nH]2)cc([N+](=O)[O-])c1	2	10	7	-4	-8	-42	-60	5
CCCOc1ccc([N+](=O)[O-])cc1C1NC(=S)NC(c2ccccc2)=C1C(=O)OCC (stereo unspecified)	33	.	-4	1	6	.	.	-10
Cc1cc(=O)oc2cc(NC(=O)C3CCCC3)ccc12	-7	4	-11	2	2	-57	-21	10
CC(=O)c1ccc(S(=O)(=O)NCCOc2ccccc2)cc1	13	3	-6	1	.	7	-11	.
C[C@H](CO)N1C[C@H](C)[C@@H](CN(C)C(=O)C2CCCCC2)Oc2cc(C#C[C@@H](C)O)ccc2S1(=O)=O	0	-1	-1	0	9	-10	.	0
CC1(C)CC(=O)C=C(c2cccc(O)c2)C1=O	-1	2	-4	3	-2	3	-6	.
CC(C)c1ccc(NC(=O)C(c2ccc3c(c2)OCO3)N2CCN(C(=O)c3ccco3)CC2)cc1 (stereo unspecified)	-11	-8	-1	-1	-3	-9	.	3

Later entries:
compound	Statin myotox sup	GSIS activator	PglD inh	Cneo AK release	ARNT-TACC3 inh	LGR2 antag	PAX8 reporter	PGC1a acetyl inh
Cc1ccc(N=Cc2c(O)[nH]c3ccccc23)c([N+](=O)[O-])c1	-7	-5	.	.	1	-101	-197	4
CCNC(=S)/C(=C(/[O-])c1ccc([N+](=O)[O-])cc1)[n+]1ccccc1	.	8	.	.	1	1	5	5
COc1ccc(C(O)c2nc3ccccc3n2C(C)C)cc1 (stereo unspecified)	1	.	-2	4	12	3	8	1
Cc1nnc2c(NC3CCCC3)nc3ccccc3n12	.	15	.	.	-5	-8	-21	.
Cc1ccc(C=Cc2ccccn2)cc1	1	8	1	-2	.	31	-179	.
C[C@@H]1CN([C@H](C)CO)C(=O)Cc2cc(NC(=O)NC3CCCCC3)ccc2O[C@@H]1CN(C)Cc1ccc(-c2ccccc2)cc1	-111	-8	2	0	7	5	23	-16

The order is random; about 2.9% have a hit in one of these screens.
